GSTO1 counter: GSTO1 inhibition, counter-screen for RBBP9 inhibitors. recombinant GSTO1, activity-based probe fluorescence polarization. inhibition, % at 5.96 µM. 1.1% of 300,000 active;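 active = inhibition above the campaign mean inhibition plus 3 SD, cut at about 35% in these data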;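 note: 0% = GSTO1-1 with DMSO and 100% = wells lacking GSTO1-1 enzyme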
LYPLA1 counter: counter-screen for PME1 inhibitors: inhibitors of human LYPLA1 | O75608 | recombinant LYPLA1, FP-Rh probe fluorescence polarization | inhibition, % at 5.9 µM | 0.16% of 320,000 active | AID 2174;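 active = inhibition above the mean of all tested compounds plus 3 SD, set per campaign, cut at about 14% in these data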;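 note: inhibitors block serine hydrolase probe labeling of LYPLA1 so polarization falls; 0% = enzyme with DMSO and 100% = wells lacking LYPLA1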
Target sequence (O75608 whole entry, looked up): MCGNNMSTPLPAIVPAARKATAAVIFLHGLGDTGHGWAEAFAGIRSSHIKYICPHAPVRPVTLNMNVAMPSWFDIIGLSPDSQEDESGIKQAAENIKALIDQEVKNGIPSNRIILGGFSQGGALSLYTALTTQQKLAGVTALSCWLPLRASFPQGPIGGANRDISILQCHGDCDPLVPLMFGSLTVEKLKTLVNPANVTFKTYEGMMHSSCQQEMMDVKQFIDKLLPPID
PAFAH1B2 FP inh: blocks human PAF acetylhydrolase 1b catalytic subunit 2; inhibition, % at 3.39 µM; 1.2% of 340,000 active; P68402; recombinant PAFAH1B2, FP-rhodamine activity probe, fluorescence polarization;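 active = inhibition above the mean of all tested compounds plus 3 SD, cut at about 24% in these data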;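 note: 0% = enzyme with DMSO and 100% = wells lacking PAFAH1B2; many of its hits are not listed in these tables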
Target sequence (P68402 whole entry, looked up): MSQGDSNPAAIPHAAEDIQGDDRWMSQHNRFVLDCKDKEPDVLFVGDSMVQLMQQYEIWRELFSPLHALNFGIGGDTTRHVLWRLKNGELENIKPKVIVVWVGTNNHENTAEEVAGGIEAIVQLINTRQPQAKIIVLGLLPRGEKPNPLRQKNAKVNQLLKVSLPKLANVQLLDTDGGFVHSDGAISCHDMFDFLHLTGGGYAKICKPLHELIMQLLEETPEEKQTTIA
PAFAH1B3 FP inh: inhibitors of human PAFAH1B3; 0.28% of 340,000 active; Q15102; AID 492972; recombinant PAFAH1B3, FP-rhodamine probe, fluorescence polarization; inhibition, % at 3.39 µM;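 active = inhibition above the screen-wide average of all tested compounds plus 3 SD, cut at about 25% in these data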;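 note: 0% = enzyme with DMSO only and 100% = wells lacking PAFAH1B3 protein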
Fam108B counter: blocks mouse Fam108B hydrolase in RBBP9 counter-screen | 0.33% of 300,000 active | inhibition, % at 9.51 µM | AID 1947 | recombinant Fam108B, FP-Rh probe fluorescence polarization;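 active = inhibition above the screen mean inhibition plus 3 SD, computed separately per campaign, cut at about 18% in these data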;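 note: inhibitors lower polarization as less probe binds the enzyme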
PME-1 primary: blocks human protein phosphatase methylesterase 1; 0.53% of 320,000 active; recombinant PME-1, FP-Rh probe fluorescence polarization; inhibition, % at 5.9 µM; AID 2130; Q9Y570;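 active = inhibition above the campaign mean of all compounds plus 3 SD, cut at about 26% in these data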;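 note: competitive labeling of PME-1 active site by serine hydrolase directed probe; 0% = PME-1 with DMSO and 100% = wells lacking PME-1 enzyme; inhibitors block probe labeling so polarization falls and inhibition rises; many of its hits are not listed in these tables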
pPAFAH FP inh: inhibitors of human plasma PAF acetylhydrolase (pPAFAH). recombinant pPAFAH, FP-rhodamine probe fluorescence polarization. AID 463082. 1.5% of 330,000 active. inhibition, % at 3.39 µM. Q13093;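 active = inhibition above the mean inhibition across the screen plus 3 SD, cut at about 25% in these data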;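 note: inhibitors block binding of the rhodamine activity-based probe so polarization drops; 0% = enzyme with DMSO and 100% = wells lacking pPAFAH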
Target sequence (Q13093 whole entry, looked up): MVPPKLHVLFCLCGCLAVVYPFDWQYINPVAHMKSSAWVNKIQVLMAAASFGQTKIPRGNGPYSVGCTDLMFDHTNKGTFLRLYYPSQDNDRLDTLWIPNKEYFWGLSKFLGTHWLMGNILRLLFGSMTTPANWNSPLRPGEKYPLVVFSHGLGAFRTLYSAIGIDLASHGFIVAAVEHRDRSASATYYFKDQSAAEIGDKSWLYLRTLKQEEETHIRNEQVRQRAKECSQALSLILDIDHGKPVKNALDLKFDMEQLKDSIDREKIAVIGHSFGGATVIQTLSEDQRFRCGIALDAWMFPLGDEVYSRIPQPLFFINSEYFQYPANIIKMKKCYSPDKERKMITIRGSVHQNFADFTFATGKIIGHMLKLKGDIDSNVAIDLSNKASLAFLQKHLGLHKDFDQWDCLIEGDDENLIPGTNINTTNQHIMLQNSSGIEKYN
PAD4 FP inh: PAD4 (human) enzyme inhibition; Q9UM07; recombinant PAD4, RCA probe fluorescence polarization; inhibition, % at 6.36 µM; 0.41% of 330,000 active;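 active = percent inhibition above a cutoff equal to the mean of all tested compounds plus 3 SD, cut at about 15% in these data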;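 note: 0% = PAD4 with RCA probe and DMSO and 100% = probe without PAD4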
PAFAH2 inh: inhibitors of human PAFAH2; 0.99% of 340,000 active; inhibition, % at 3.39 µM; AID 492956; recombinant PAFAH2, FP-rhodamine activity probe, fluorescence polarization; Q99487;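 active = inhibition above the mean over all tested compounds plus 3 SD, cut at about 30% in these data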;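 note: inhibitors block probe labeling of enzyme so polarization drops; 0% = enzyme with DMSO and 100% = wells lacking PAFAH2 protein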
* = called active by the depositor; / = not tested or not shown. Some of the compounds tested (hit frequency here may not be typical).

SMILES	GSTO1 counter	LYPLA1 counter	PAFAH1B2 FP inh	PAFAH1B3 FP inh	Fam108B counter	PME-1 primary	pPAFAH FP inh	PAD4 FP inh	PAFAH2 inh
Cc1nn(C(C)C(=O)NCCCN2CCCC2)c(=O)c2nn(-c3ccccc3)c(C)c12 (centres undefined)	-1	3	-2	13	1	1	3	-2	0
COc1ccc(/C=C/C(=O)c2ccc3c4c(cccc24)CC3)cc1OC	-3	-6	-2	-3	-14	-2	-5	2	-2
COc1ccc(S(=O)(=O)NCc2ccco2)c2ccccc12	-3	1	-6	15	6	6	4	-7	4
Cc1ccc(CNC(=O)COC(=O)c2cncc(Br)c2)cc1	17	1	-1	6	4	-4	1	-2	4
COc1cc(C2/C(=C(/O)c3ccc(OCC(C)C)cc3)C(=O)C(=O)N2CCN(C)C)ccc1O (centres undefined)	3	3	-1	6	0	-4	-3	-4	8
Oc1[nH]c2ccccc2c1C=Nc1ccccc1	-8	0	6	2	6	7	10	-5	-4
COc1ccc(-n2nnc3c(=O)n(CC(=O)NCC4CCCO4)cnc32)cc1 (centres undefined)	6	4	-1	0	1	3	7	3	-5
Cc1cc(OCC(=O)N2CCCC2)cc(C)c1Cl	2	1	-5	4	-1	-2	0	-4	13
CCCCOc1ccc(Cl)cc1CSc1n[nH]c(C)n1	14	1	0	0	-2	-2	3	2	0
C/C(CC(=O)Nc1ccccn1)=N\NC(=O)c1ccc([N+](=O)[O-])cc1Cl	5	1	2	3	-1	0	2	-5	6
COCCNC(=O)c1ccc2c(=O)n(Cc3ccco3)c(SCC(=O)Nc3ccc(OC)cc3OC)nc2c1	3	1	0	3	-2	9	5	-3	3
COc1ccc(C(=O)N2CCN(C(=O)c3ccco3)CC2)cc1	1	-7	-4	8	5	1	0	-2	0
Cn1c(CC(=O)c2ccc(Br)cc2)[n+](C)c2ccccc21	-3	-2	4	-3	3	2	3	-3	-4
COc1ccc(/C=N/NC(=O)C[n+]2ccccc2)c(OC)c1	-4	2	2	4	-3	-9	2	0	4
CCn1c(COc2ccc(Cl)c(C)c2)nnc1SCC(=O)N1CCCC1	1	2	-1	2	-3	-7	1	-1	-4
CCCOc1ccc(C(=O)Nc2cc(S(=O)(=O)N3CCOCC3)ccc2N2CCOCC2)cc1	/	0	0	5	/	13	0	2	4
COc1cc([N+](=O)[O-])ccc1NC(=S)Nc1cccc(C(=O)O)c1	5	1	1	2	-3	-1	4	1	1
Cc1nnsc1C(=O)NC1CCCc2c1cnn2-c1cc(F)cc(F)c1 (centres undefined)	8	0	4	0	6	2	-3	0	6
COc1ccc(N(CCC#N)C(=O)/C(C#N)=C\c2cccs2)cc1	6	1	2	1	-2	-2	1	2	-6
CC(=O)N1C(c2ccccc2O)C[C@]2(C)CC(=O)NC12 (some centres undefined)	-9	-1	/	/	3	2	1	-7	/
Cc1ccc(S(=O)(=O)N2CCC(=O)N(CCOCc3cccc(C)c3)CC2)cc1	10	4	13	-4	2	-1	13	-4	-2
CCCn1c(SCC(=O)NCc2ccco2)nc2c1c(=O)n(C)c(=O)n2C	-3	-4	-2	4	-2	0	-1	2	0
COC(=O)COc1nc(C)c2c(c1C#N)CC(C)(C)OC2	-8	-2	6	9	3	-4	0	2	4
COc1cccc2c(Nc3ccccc3C)cc(C)nc12	0	3	1	-5	3	-4	12	1	5

Part of the list above, reformatted.
Results follow in this order: GSTO1 counter	LYPLA1 counter	PAFAH1B2 FP inh	PAFAH1B3 FP inh	Fam108B counter	PME-1 primary	pPAFAH FP inh	PAD4 FP inh	PAFAH2 inh
> COC(=O)COc1nc(C)c2c(c1C#N)CC(C)(C)OC2
  -8	-2	6	9	3	-4	0	2	4
> Cn1c(CC(=O)c2ccc(Br)cc2)[n+](C)c2ccccc21
  -3	-2	4	-3	3	2	3	-3	-4

(further entries)
SMILES	GSTO1 counter	LYPLA1 counter	PAFAH1B2 FP inh	PAFAH1B3 FP inh	Fam108B counter	PME-1 primary	pPAFAH FP inh	PAD4 FP inh	PAFAH2 inh
Cc1cc2c(OCC(O)CNCc3ccco3)cccc2[nH]1 (centres undefined)	13	2	2	12	-1	4	2	-3	4
Cc1cc(N2CCN(S(=O)(=O)c3ccccc3)CC2)c2ccccc2n1	2	4	3	-2	1	2	6	-1	7
COc1ccc(OC)c(NC(=O)Cn2cnc3c(cnn3-c3ccccc3)c2=O)c1	-4	0	-3	0	1	5	9	1	-9
COc1ccc(Cl)cc1S(=O)(=O)N1CCCC(C(=O)N2CCOCC2)C1 (centres undefined)	1	2	-3	8	-3	8	-6	-6	-4
COc1cc(NC(=O)c2cc(-c3ccccc3)nc3c2cnn3C(C)C)cc(OC)c1OC	/	/	20	26*	/	/	4	-6	-35
COc1ccc(C(=O)Nn2c(C)ccc2C)cc1OC	-3	-4	1	13	4	4	6	-7	-4
COc1ccc(CNC(=O)CN2C(=O)NC(C)(c3cccc4ccccc34)C2=O)cc1OC (centres undefined)	-1	1	5	6	0	-4	8	-4	-1
COc1ccc(Cl)cc1NC(=S)NCc1cccs1	3	0	3	1	0	-1	1	2	-1
COC(=O)c1cc(CNC(=O)C(C)NS(=O)(=O)c2ccc(C)c(C)c2)ccc1OC (centres undefined)	-2	-1	7	3	7	2	1	1	0
O=C(Nc1ccc(Cl)cc1)OC(CN1CCCCC1)C(F)(F)F (centres undefined)	-3	0	3	10	-3	-3	3	-2	5
CC(=O)OCn1ncc(N2CCOCC2)c(Br)c1=O	3	-2	6	8	-6	0	2	2	2
COc1ccc(N(C(=O)c2ccn[nH]2)C(C(=O)NC2CCCC2)c2ccc(F)cc2)cc1 (centres undefined)	9	2	-2	-2	1	-1	4	3	-3
CN(C)c1ccc(NC(=O)CCn2c(=S)oc3ccccc32)cc1	2	-5	2	-6	1	4	3	-6	4
c1ccc(CNCCC(Cc2ccccc2)c2ccco2)cc1 (centres undefined)	2	5	6	6	-1	2	2	-1	1
COc1ccc(NC(=O)CSc2ccc(-c3cccnc3)nn2)cc1	-2	-1	-2	7	0	-2	-1	-1	1
COc1ccc(CCNC(=O)[C@@H](NC(N)=O)C(C)C)cc1	6	-1	6	7	1	-3	3	2	7
COc1ccc(NC(=O)[C@H](C)NC(=O)C2CCN(S(=O)(=O)c3ccc(C)cc3)CC2)cc1	3	3	5	1	1	-3	5	-3	4
CC(=O)Nc1ccc(NC(=O)CSc2ccc3nnc(-c4cccnc4)n3n2)cc1	-2	3	-2	-6	1	-5	4	3	3
Cc1cc(C(=O)OCC(=O)Nc2cccc(S(N)(=O)=O)c2)c(C)o1	/	/	4	4	/	/	5	3	28
COc1cc(O)c(NC(C)=O)c2nonc12	7	-4	5	7	6	0	-2	9	-5
O=C(CCl)N(Cc1cc(=O)[nH]c2ccccc12)c1ccccc1	85*	-4	5	6	-4	1	4	0	5
CCO/N=C(/C)c1c(O)cc(-c2ccccc2)n(-c2ccccc2)c1=O	6	0	7	6	-2	-2	-2	1	-3
CSCCC(NC(=O)c1ccco1)C(=O)NCCc1ccc(F)cc1 (centres undefined)	/	1	5	3	/	-1	-7	-7	8
O=C(N=C1SC2CS(=O)(=O)CC2N1c1ccccc1C(F)(F)F)C1CCCO1 (centres undefined)	4	5	0	8	0	4	2	2	4
Nn1c(SCc2cccc3ccccc23)nnc1-c1ccco1	0	1	3	-1	-3	6	-3	-8	-4
COc1ccc(S(=O)(=O)N2CCCC2CNC(=O)C(=O)NCc2ccccn2)cc1 (centres undefined)	1	-1	-9	-2	-5	-2	0	0	6
Cc1cc(NC(=O)c2ccc(C)s2)n(-c2nc3ccccc3[nH]2)n1	-6	-6	1	5	-27	-8	-1	-2	-6
CC(C)CCNC(=O)C1c2ccccc2Oc2ccccc21	1	2	5	-1	0	-2	9	-7	-3
C=CCOC(=O)C1=C(C)NC(C)=C(C(=O)OCC=C)C1c1ccc(C)o1	10	1	1	5	0	-2	-1	8	-1
Cc1cccc(NC(=S)N(CCc2ccncc2)C(C)C)c1C	2	0	-1	7	2	-4	0	-5	0
Cc1csc(NC(=O)c2ccco2)n1	0	-1	0	3	3	-3	-6	-3	-2
CC(C)(C)C(=O)Nc1ccc(C(=O)COC(=O)c2ccccn2)cc1	/	/	4	3	/	/	-3	-2	-3
O=C(/C=C/c1cc2c(cc1Br)OCO2)NCc1ccc(F)cc1	3	-7	-2	1	-1	0	-2	-5	-1
CCc1cccc(C)c1NC(=O)COC(=O)CC1CCCC1	9	2	-3	2	2	-1	31*	2	68*
CC1CN(Cc2cc(=O)[nH]c(C3CC3)n2)CC(C)O1 (centres undefined)	-6	1	0	-3	-6	-9	-6	5	0
CC(=O)C(/C=N/c1ncc(C(F)(F)F)cc1Cl)=C(\C)O	17	0	-5	12	2	4	0	-4	-4
NC(=S)Nc1cccc(-c2n[nH]c(=S)o2)c1	-13	-2	2	2	-1	0	3	2	1
CC1(C(=O)O)CCC(C(=O)Nc2ccc(F)cc2)C1(C)C (centres undefined)	7	0	0	8	3	0	1	2	-8
COc1cccc(OCCNc2cc(Cl)ccc2[N+](=O)[O-])c1	9	-1	4	5	3	5	1	-2	6
O=C(NCCN1CCOCC1)c1ccc(=O)n(Cc2ccc(Cl)cc2)c1	2	-1	5	3	0	-6	1	-1	4
CCCCCc1nc2sc3c(c2c(=O)n1N)CCC3	-22	-2	4	6	-3	-4	4	-4	-1
C1=C(c2ccccc2)CCN(c2ncnc3nc[nH]c23)C1	-3	0	2	2	-2	-4	3	-1	-8
CC(C)(C)n1ncc2c(=O)n(CC(=O)c3ccc(Cl)cc3)cnc21	2	3	1	-7	0	-1	6	-4	4
CC1Cc2ccccc2N1CC(=O)Nc1ccc2c(c1)OCCCO2 (centres undefined)	/	1	1	0	/	3	-2	2	-7
Cc1nc2c(C)cccn2c1/C(O)=C1\C(=O)C(=O)N(CCN(C)C)C1c1ccco1 (centres undefined)	3	2	8	9	2	2	3	-3	-4
CC(C)=C1Cc2ccccc2C1=O	3	4	0	4	1	0	1	-2	1
CCn1ncc(/C=N\NC(=O)c2cc(-c3ccc(C)cc3C)nc3ccccc23)c1C	2	-1	1	3	0	0	2	-3	-6
CC1=C(C)CC(C(=O)Nc2ccc3c(c2)OCO3)C(C(=O)O)C1 (centres undefined)	4	-1	7	11	3	3	-1	5	3
COc1cc(COCC(O)CN2C(C)CCCC2C)cc(OC)c1OC (centres undefined)	7	-3	-1	7	1	5	2	-1	-3
CC(C)(C)C1=NN=C2c3ccccc3C(=O)C21 (centres undefined)	-1	-2	-1	11	-6	-1	4	-6	-4
Cc1nc(Nc2nc3c(c(=O)[nH]2)CCC3)nc2ccccc12	8	2	2	7	2	-2	4	-4	13
COc1cccc(CNCCOCCO)c1OC	7	0	5	4	-2	-5	-1	-1	8
COc1cccc(NC(=O)/C=C/c2ccco2)c1	3	-3	2	3	-1	-5	6	-2	-3
CCCOc1ccc(N2CC(C(=O)Nc3ccccc3OC)CC2=O)cc1 (centres undefined)	7	5	4	3	-1	-2	2	-1	4
CCOC(=O)Nc1ccc(Oc2ccccc2)cc1	-2	-1	-2	4	-4	6	4	3	1
O=C(c1ccncc1)c1ccc(NC(=O)c2cccs2)cc1	4	0	7	10	-3	-5	1	-3	2
Cc1ccccc1NC(=O)NC1(C(=O)NCC2CCCO2)CCCCC1 (centres undefined)	3	2	7	5	5	2	7	-4	-7

Screening results from PubChem.
